RXFP1 antag – antagonists of human relaxin receptor RXFP1. Q9HBX9. 350,000 compounds, 0.59% hits. HEK293-RXFP1, relaxin-stimulated cAMP HTRF, 30 min; stronger effect = lower value. activity change, negative = inhibition, % at 57.5 µM;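 active = activity change of -60% or lower, but not beyond a set lower limit; inconclusive = change between -60% and -40%, or beyond the set limit; inactive = change above -40%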
Target sequence (Q9HBX9 whole entry, looked up): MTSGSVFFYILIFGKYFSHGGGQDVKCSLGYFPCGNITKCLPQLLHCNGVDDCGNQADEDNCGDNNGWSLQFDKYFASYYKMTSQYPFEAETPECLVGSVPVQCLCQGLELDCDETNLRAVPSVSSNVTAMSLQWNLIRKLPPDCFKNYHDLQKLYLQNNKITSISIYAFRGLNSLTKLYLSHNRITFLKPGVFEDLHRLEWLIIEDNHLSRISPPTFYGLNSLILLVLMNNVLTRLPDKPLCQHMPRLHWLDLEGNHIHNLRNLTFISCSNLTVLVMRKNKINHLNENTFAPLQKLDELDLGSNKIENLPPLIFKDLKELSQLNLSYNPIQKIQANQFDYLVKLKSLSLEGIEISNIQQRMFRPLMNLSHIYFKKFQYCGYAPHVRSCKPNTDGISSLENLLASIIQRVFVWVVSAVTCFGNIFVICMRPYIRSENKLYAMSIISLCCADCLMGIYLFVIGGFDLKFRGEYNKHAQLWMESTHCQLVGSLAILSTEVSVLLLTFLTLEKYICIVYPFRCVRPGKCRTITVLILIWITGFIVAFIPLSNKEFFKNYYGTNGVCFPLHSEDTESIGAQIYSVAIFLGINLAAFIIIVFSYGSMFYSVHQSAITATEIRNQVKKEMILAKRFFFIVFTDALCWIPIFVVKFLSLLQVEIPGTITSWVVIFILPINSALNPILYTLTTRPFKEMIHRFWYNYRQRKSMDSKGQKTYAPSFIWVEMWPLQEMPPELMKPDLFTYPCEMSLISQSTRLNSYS
The depositor's hits bear a star; u = inconclusive. % is scaled to controls: 0 for no effect and ±100 for the full control effect. An excerpt; count on the stated rates, not on these rows.

#	SMILES	RXFP1 antag
1	O=C(CSc1nccn1Cc1ccc(F)cc1)NC1CCCCC1	6
2	NC(=O)COCCN1CCN(C(c2ccccc2)c2ccc(Cl)cc2)CC1 (configuration not stated)	-4
3	CC(C)NC(=O)N(C)C[C@@H]1Oc2ncc(-c3cccc(C#N)c3)cc2C(=O)N([C@H](C)CO)C[C@@H]1C	1
4	Nc1ccc2ccccc2c1[N+](=O)[O-]	4
5	N#CC1(c2cccc(Br)c2)C(=O)Nc2ccccc21 (configuration not stated)	1
6	O=C(O)c1ccc(CCCc2ccccc2)cc1	-20
7	CCCCN(C(=O)C1CCCC1)c1c(N)n(Cc2ccccc2)c(=O)[nH]c1=O	-7
8	Cc1ccc(NC(=O)N(C2=NCC(C)S2)c2ccccc2)cc1 (configuration not stated)	4
9	O=C1C=C(NCCc2cc(Br)c(O)c(Br)c2)C(=O)c2ncccc21	2
10	CC(=O)Nc1ccc(S(=O)(=O)NCC(=O)OCC(=O)N2CC(C)OC(C)C2)cc1 (configuration not stated)	3
11	O=C1NC2c3c(Cl)sc(Cl)c3C(=O)C2O1 (configuration not stated)	2
12	NS(=O)(=O)c1ccc(NC(=O)c2ccc(OCC3CCCO3)cc2)cc1 (configuration not stated)	1
13	CC(=O)c1cn(-c2ccc([N+](=O)[O-])cc2)c(=O)n(C)c1=O	-6
14	Nc1ncc([N+](=O)[O-])cc1S(=O)(=O)c1ccccc1	2
15	Cc1c(NC(=S)NC(=O)c2ccc(Cl)cc2)c(=O)n(-c2ccccc2)n1C	-9
16	COc1ccc2nc(N3C(=O)C(O)=C(C(=O)c4ccco4)C3c3ccc(OC)c(OC)c3)sc2c1 (configuration not stated)	3
17	CC(NN)c1ccccc1 (configuration not stated)	-10
18	CC1CC(C)CN(C(=O)COC(=O)c2cc3ccccc3oc2=O)C1 (configuration not stated)	-15
19	C[C@@H]1CCCCO[C@H](CN(C)C(=O)Nc2ccc(F)cc2)[C@@H](C)CN([C@H](C)CO)C(=O)c2cc(NC(=O)c3ccccc3)ccc2O1	-15
20	CC(=O)N1CCN(C(=O)c2cc3c(s2)CCCC3)CC1	2
21	COc1ccc(-c2cc(C(=O)NC3CCCC3)c3ccccc3n2)cc1OC	22
22	O=C(NNC(=O)c1ccc2ccccc2c1)c1cccc(F)c1	0
23	O=C1c2ccccc2NC(c2ccc(Br)s2)N1O (configuration not stated)	-1
24	O=C(O)Cn1c(=O)n(Cc2ccc(Br)cc2F)c(=O)c2ccc(Cl)cc21	-24
25	CCN(CC)C(=O)C1=C(C)N(CCCN2CCCC2=O)C(=O)C(CC(=O)NCCCCc2ccccc2)C1 (configuration not stated)	3
26	COc1ccc(C(=O)NCC(=O)NCc2ccncc2)cc1	-6
27	C[C@@H]1CN([C@H](C)CO)C(=O)CCCn2nncc2CO[C@H]1CN(C)C(=O)Nc1ccc(N2CCN(C)CC2)cc1	5
28	CC1CCCN(CCC(=O)c2ccccc2)C1 (configuration not stated)	9
29	C=CCSc1nnc(NC(=O)CCNC(=O)c2ccccc2Cl)s1	5
30	COc1ccc2c(c1C)CCC(C)(C#N)C2=O (configuration not stated)	11
31	O=C(CN(Cc1ccco1)C(=O)c1ccc(F)cc1)Nc1ccccc1Br	-3
32	O=C(CN1C(=O)NC2(CCCCC2)C1=O)NCCc1ccc(Cl)cc1Cl	-6
33	O=C(CNC(=O)c1ccc(Cl)cc1)c1ccccc1	-2
34	CN(CC(=O)NC(=O)Nc1ccccc1F)Cc1ccccc1F	-15
35	O=C(CCl)NC1(C(=O)O)CCCC1	9
36	CCCCCCN1C[C@@H](O)[C@H](n2cc(C3CC3)nn2)C[C@@H]1c1ccc(C)cc1	-2
37	NC(=S)NN=Cc1c[nH]c2nccnc12	10
38	COc1ccc(COC[B-](F)(F)F)cc1	5
39	O=C(NC1=NCCS1)c1cccc(F)c1	4
40	CCc1cccc(NC(=O)CC2SC(N3CCCC3)=NC2=O)c1 (configuration not stated)	-15
41	O=c1c2ccccc2sc2c(CO)ccc(NCCN3CCCCC3)c12	-10
42	CCCCc1ncc(/C=C(\Cc2cccs2)C(=O)O)n1Cc1ccc(C(=O)O)cc1	8
43	Cc1ccc(C)c(NS(=O)(=O)c2ccc(-n3cccn3)cc2)c1	-1
44	COc1cc2nc3n(c(=O)c2cc1OC)-c1ncccc1C(=O)NC3Cc1ccccc1 (configuration not stated)	-2
45	Cc1ccc(S(=O)(=O)N2CCN(C(=O)COC(=O)COc3ccccc3C(C)C)CC2)c(C)c1	-12
46	Cc1ccc(S(=O)(=O)N/N=C/c2ccc(OCC(=O)NC(C)C)cc2)cc1	0
47	O=CN(Cc1nc2ccccc2[nH]1)c1ccc(C(=O)O)cc1	7
48	Oc1cccc2oc(=S)[nH]c12	-4
49	CC(C)C1(C2CCCC2)NC(=O)NC1=O (configuration not stated)	9
50	CCOc1ccccc1NC(=O)COC(=O)COc1cccc2c1OC(C)(C)C2	7
51	CCn1c(N)cc(=O)[nH]c1=S	-7
52	CCOC(=O)NC(=O)CSc1ccc(S(=O)(=O)N2CCCCC2)cn1	-13
53	Cc1ccccc1CSc1ccc(S(=O)(=O)N2CCCC2)cn1	-9
54	C[C@@H]1CN([C@H](C)CO)S(=O)(=O)c2ccc(Br)cc2O[C@@H]1CN(C)Cc1ccc(C(=O)O)cc1	3
55	CCN1/C(=C/c2ccc3cc(C)ccc3[n+]2CC)Sc2ccc3sccc3c21	7
56	COc1ccc(C(=O)NNC(=O)CCc2nc3ccccc3c(=O)[nH]2)cc1	-8
57	COc1ccc([C@H]2C[C@@H](O)[C@H](n3cc(COC(=O)c4ccccc4)nn3)CN2CC2CCCCC2)cc1	-3
58	Cc1nc2cc(-c3cccs3)[nH]n2c(=O)c1C	-6
59	O=C(Nc1ccccc1Cl)c1ccc(C(=O)Nc2ccccc2Cl)cc1	2
60	Cc1ccc(OCCNC(=O)C(C)SCC(=O)Nc2ccc(F)cc2)cc1 (configuration not stated)	-6

(list continues)
#	SMILES	RXFP1 antag
61	O=C(O)c1cc([N+](=O)[O-])ccc1-c1ccc([N+](=O)[O-])cc1C(=O)O	1
62	COCCNC(=O)/C(C#N)=C1\N=C(NC(=O)c2ccco2)c2ccccc21	-3
63	O=S(=O)(Nc1ccc(-c2ccc(NS(=O)(=O)c3ccccc3)cc2)cc1)c1ccccc1	0
64	O=C(CSc1nnc(-c2ccccc2F)o1)NC1CC1	2
65	Cc1cc(-c2nnn(CCCOC(C)(C)C)c2C)ccc1-c1cn(CCCOC(C)(C)C)nn1	1
66	O=C(Cc1ccc(S(=O)(=O)N2CCOCC2)s1)N1CCN(S(=O)(=O)c2ccccc2[N+](=O)[O-])CC1	-8
67	Nc1nnc(C(=O)c2ccccc2N)s1	6
68	C[C@@H]1CCCCO[C@H](CN(C)C(=O)c2ccccc2)[C@@H](C)CN([C@H](C)CO)C(=O)c2cc(NC(=O)c3ccncc3)ccc2O1	-8
69	CC1CC(C)(C)CC2(C1)NC(=O)N(CC(=O)Nc1cc(C(F)(F)F)ccc1N1CCCCC1)C2=O (configuration not stated)	-8
70	NC(=O)C1C2C=CC(C2)C1c1ccccc1 (configuration not stated)	3
71	O=C(Nc1cc(C(F)(F)F)ccc1N1CCCCC1)C1=COCCO1	-11
72	CCCCCCCCCCNC(=O)CCn1[nH]c(=O)c2ccccc2c1=O	-2
73	CCOc1ccccc1C(=O)NC(C(=O)N(C)c1c(N)n(Cc2ccccc2)c(=O)[nH]c1=O)C(C)C (configuration not stated)	-5
74	CC(OC(=O)C1=COCCO1)C(=O)NC1CCCC(C)C1C (configuration not stated)	2
75	c1ccn(CCc2ccncc2)c1	-2
76	COCOCCn1cc(CN2CCS(=O)(=O)N(Cc3ccc(-c4ccc(Cl)cc4)cc3)C(C)C2=O)nn1 (configuration not stated)	4
77	O=C(CCc1c[nH]c2ccccc12)N1CCN(S(=O)(=O)c2ccc([N+](=O)[O-])cc2)CC1	0
78	O=C1CCn2c1c(O)c1ccccc1c2=O	2
79	Cc1cc(C)c2c(N)c(C(=O)Nc3ccccc3Cl)sc2n1	-15
80	O=C(c1cccs1)N1C[C@H](O)[C@@H](n2cc(C3CC3)nn2)C[C@@H]1c1ccccc1	-4
81	O=C(CN1CCN(Cc2ccc3c(c2)OCO3)CC1)N1c2ccccc2Sc2ccccc21	-3
82	CC1CCN(S(=O)(=O)N2CCC(C(=O)NC(C)c3ccccc3)CC2)CC1 (configuration not stated)	-3
83	CC(=NNc1ccc([N+](=O)[O-])cn1)c1ccc(N)cc1	-4
84	O=C(NCc1cccnc1)c1ccc(NS(=O)(=O)c2cccc([N+](=O)[O-])c2)cc1	-5

Rewritten as labelled records: 2 of the compounds above.
82) CC1CCN(S(=O)(=O)N2CCC(C(=O)NC(C)c3ccccc3)CC2)CC1 (configuration not stated)
  RXFP1 antag = -3

83) CC(=NNc1ccc([N+](=O)[O-])cn1)c1ccc(N)cc1
  RXFP1 antag = -4

Going on with the list.
#	SMILES	RXFP1 antag
85	O=C(O)c1ccccc1NS(=O)(=O)c1ccc(NN=Cc2ccc(F)cc2)c([N+](=O)[O-])c1	-16
86	CN(C(=O)CSc1nnc(Nc2ccccc2F)s1)C1CCS(=O)(=O)C1 (configuration not stated)	2
87	Cc1ccc([C@H]2C[C@H](n3cc(-c4ccc(F)cc4)nn3)[C@@H](O)CN2C(=O)c2cccs2)cc1	1
88	COC(=O)C[C@@H]1C[C@@H]2c3cc(NC(=O)Cc4ccncc4)ccc3O[C@@H]2[C@@H](CO)O1	6
89	CCOCCCN1C(=O)C(O)=C(C(C)=O)C1c1cccs1 (configuration not stated)	-3
90	O=C(NCc1ccco1)c1cccc2c1C(=O)c1ccc(N3CCC(N4CCCCC4)CC3)cc1S2(=O)=O	0
91	NC(=S)NN=C1CCC2(CCCCC2)CC1	-14
92	NC(=O)COc1ccc(S(=O)(=O)N2CCCC2)cc1	4
93	O=c1nc(Oc2ccccc2)nc2ncccn12	-9
94	O=C(CCN1C(=O)c2cccc([N+](=O)[O-])c2C1=O)NC1CCCCCC1	-21
95	O=C(Nc1ccc(S(=O)(=O)N2CCOCC2)cc1)c1cc(Cl)ccc1NS(=O)(=O)c1ccc(Cl)s1	-34
96	CCOC(=O)C1CCN(C(=O)C(C)Sc2nnc3ccccn23)CC1 (configuration not stated)	-2
97	Cc1ccc(C)c(-n2c(-c3ccco3)n[nH]c2=S)c1	-14
98	O=C1CN(N=Cc2ccco2)C(=O)N1	-12
99	N#Cc1ccc(NC(=O)COC(=O)c2cccnc2Cl)cc1	-2
100	COc1ccc(NS(=O)(=O)c2ccc(Cl)c(NC(=O)c3ccccc3F)c2)cc1	-23
101	CCn1c(CCNC(=O)c2cccs2)nnc1SCC(=O)Nc1cccc(Cl)c1	-5
102	COc1ccc(C2c3c(oc4ccccc4c3=O)C(=O)N2Cc2ccncc2)cc1OC (configuration not stated)	-5
103	Cc1ccc(NC(=O)CN(C)C(=O)COC(=O)[C@@H](NC(=O)c2ccccc2F)C(C)C)cc1	-1
104	Cn1c(=O)c2[nH]c(CCC3CCCC3)nc2n(C)c1=O	-1
105	O=C(Nc1cccc(S(=O)(=O)N2CCOCC2)c1)c1cc(=O)[nH]c2ccccc12	11
106	CN(Cc1cnc2nc(N)nc(N)c2n1)c1ccc(C(=O)NC(CCC(=O)O)C(=O)O)cc1C(F)(F)F (configuration not stated)	-10
107	O=[N+]([O-])c1ccc(C=NN2CCNC2=S)o1	8
108	CC(C)(C)C(=O)Nc1cccc(-c2ccc[nH]2)n1	-1

Four entries already listed, sorted by their value in RXFP1 antag, smallest number first.
#	SMILES	RXFP1 antag
98	O=C1CN(N=Cc2ccco2)C(=O)N1	-12
102	COc1ccc(C2c3c(oc4ccccc4c3=O)C(=O)N2Cc2ccncc2)cc1OC (configuration not stated)	-5
99	N#Cc1ccc(NC(=O)COC(=O)c2cccnc2Cl)cc1	-2
108	CC(C)(C)C(=O)Nc1cccc(-c2ccc[nH]2)n1	-1

Grouped by structure, those above with a CF3 group (3)
#	SMILES	RXFP1 antag
69	CC1CC(C)(C)CC2(C1)NC(=O)N(CC(=O)Nc1cc(C(F)(F)F)ccc1N1CCCCC1)C2=O (configuration not stated)	-8
71	O=C(Nc1cc(C(F)(F)F)ccc1N1CCCCC1)C1=COCCO1	-11
106	CN(Cc1cnc2nc(N)nc(N)c2n1)c1ccc(C(=O)NC(CCC(=O)O)C(=O)O)cc1C(F)(F)F (configuration not stated)	-10

Individual results from the list.
RXFP1 antag result of O=[N+]([O-])c1ccc(C=NN2CCNC2=S)o1 = 8
RXFP1 antag result of O=C1CN(N=Cc2ccco2)C(=O)N1 = -12
RXFP1 antag result of COc1ccc(C2c3c(oc4ccccc4c3=O)C(=O)N2Cc2ccncc2)cc1OC (configuration not stated) = -5
RXFP1 antag result of Cn1c(=O)c2[nH]c(CCC3CCCC3)nc2n(C)c1=O = -1

(listing goes on)
#	SMILES	RXFP1 antag
109	O=c1cc(Cc2ccc([N+](=O)[O-])cc2)[nH]c(=O)[nH]1	-10
110	COc1ccc(/C=C/C(=O)OCC(=O)NC2CCCC(C)C2C)cc1 (configuration not stated)	0
111	COc1ccc(OC)c(NC(=O)Nc2ccc(O)c3ccccc23)c1	7
112	CC(C)C(=O)N1CCN(c2ccccc2NC(=S)NC(=O)Cc2ccccc2)CC1	-13
113	CC(C)n1c(=O)[nH]c(=O)n1C(C)C	-12
114	O=C(OCc1cn([C@@H]2CN(Cc3cccs3)[C@@H](c3ccc(Cl)cc3)C[C@H]2O)nn1)c1ccccc1	-3
115	COc1cc(NC(=O)c2cccs2)c(OC)cc1NC(=O)c1cccs1	-7
116	O=C1C2CC=CCC2C(=O)N1c1nccs1 (configuration not stated)	-14
117	Cc1ccc(NC(=O)C2CCN(S(=O)(=O)c3ccc(C(C)(C)C)cc3)CC2)cc1S(=O)(=O)N1CCOCC1	-2
118	COc1ccc(C(=O)NCC(C)NC(=O)c2ccc(OC)c(Br)c2)cc1Br (configuration not stated)	u
119	COc1ccc(C(=O)NCC(c2ccccc2)c2ccccc2)cc1S(=O)(=O)N1CCOCC1	2
